High-throughput results: PubChem, National Center for Advancing Translational Sciences (NCATS)
Anesthetic bind: qHTS Assay for Identification of Novel General Anesthetics; Ferritin light chain (Equus caballus), P02791; apoferritin/1-aminoanthracene competitive binding, fluorescence; Potency, µM (titrated, usually from 77.5 µM), inactives show at the highest dose activity change, negative = displacement, hits mostly inhibitors; 350,000 compounds, 0.074% hits; AID 485281, 2010; also: potency is read from the fitted curve at half-maximal effect; % is scaled to controls: 0 for no effect and ±100 for the full control effect; nearly all actives have a fitted effect of over 20% in size
Target sequence (P02791 2-175 limits assumed): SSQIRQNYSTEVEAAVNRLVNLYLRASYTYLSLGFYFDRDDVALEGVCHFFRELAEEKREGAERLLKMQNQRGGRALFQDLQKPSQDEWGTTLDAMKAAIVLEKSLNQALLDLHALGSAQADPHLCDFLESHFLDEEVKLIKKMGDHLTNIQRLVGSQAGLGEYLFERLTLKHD
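Horse-spleen apoferritin (10 uM) in 50% saturated 1-aminoanthracene in PBS was incubated 10 min at room temperature with compound. Fluorescence (ex 380, em 535 nm) was normalized to free and bound 1-AMA, with concentration-response fitted by a four-parameter Hill equation.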
APE1 inh: qHTS Assay for Inhibitors of the Human Apurinic/apyrimidinic Endonuclease 1 (APE1); 350,000 compounds, 0.35% hits; DNA repair nuclease/redox regulator APEX1 (Homo sapiens), P27695; recombinant APE1, TAMRA/BHQ-2 abasic DNA cleavage fluorescence; Potency, µM (series often up to 65.8 µM), for the others: top-dose activity change, negative = inhibition, actives largely listed as inhibitors; AID 2517, 2012;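 also: potency is read from the fitted curve at half-maximal effect; plate controls were vehicle for no effect and reference inhibitor for full effect; nearly all actives have a fitted effect of over 55% in size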
Target sequence (P27695 whole entry, looked up): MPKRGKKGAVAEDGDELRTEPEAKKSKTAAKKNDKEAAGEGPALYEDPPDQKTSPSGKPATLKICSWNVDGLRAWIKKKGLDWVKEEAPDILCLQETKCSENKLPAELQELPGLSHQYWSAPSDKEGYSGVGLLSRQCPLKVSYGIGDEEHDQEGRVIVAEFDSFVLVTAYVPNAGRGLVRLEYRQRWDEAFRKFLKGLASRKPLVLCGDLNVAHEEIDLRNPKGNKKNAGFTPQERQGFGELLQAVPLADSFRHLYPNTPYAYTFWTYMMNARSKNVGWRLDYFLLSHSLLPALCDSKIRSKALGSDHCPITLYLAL
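Enzyme (0.75 nM final) and test compound are incubated 15 min at room temperature before adding 50 nM quenched THF abasic-site duplex. Cleavage dequenches TAMRA, followed at 525/598 nm over three reads one minute apart.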
POLB inh: qHTS Assay for Inhibitors of DNA Polymerase Beta | Potency, µM (titrated, usually from 114 µM), inactives show at the top dose activity change, negative = inhibition, hits mostly inhibitors | 340,000 compounds, 1.3% hits | Pol beta primer extension/strand displacement, fluorescence kinetic | P06746 | AID 485314, 2010; also: potency is read from the fitted curve at half-maximal effect; % is scaled to controls: 0 for no effect and ±100 for the full control effect
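Enzyme-only controls used 10 nM Pol beta; buffer lacking enzyme served as negative control. Compound preincubated 15 min, then 50 nM substrate added; 0 and 10 min reads at room temperature.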
ERG-DNA inh: qHTS for Small Molecule Inhibitors of the ERG Ets/DNA interaction | 370,000 compounds, 0.028% hits | AID 624246, 2012 | Potency, µM (doses to about 76.9 µM), inactives show at the highest dose FP activity, negative = inhibition, actives largely listed as inhibitors | fluorescence polarization, His-ERG Ets domain / labelled DNA | Transcriptional regulator ERG (Homo sapiens), P11308; active = well fitted inhibition curve with a large enough effect in the polarisation, with a control signal flat; inconclusive = small, poorly fitted or top-dose-only effect, or effect the other way, or a change in a side signal; inactive = no such curve, though single readings can be large or run the other way; the % refers to the polarisation;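 also: polarization taken with two DNA probes labelled with fluorescein and Texas red; potency is read from the fitted curve at half-maximal effect; % of control where 0% means no effect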
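His-tagged ERG Ets domain (1 uM in the protein solution; 300mM KCl, 50mM Tris-HCl, 1mM EDTA, 1mM DTT, pH 7.5) received compound, then a probe mix of 5 nM fluorescein-DNA and 100nM Texas-615-DNA. Fluorescence polarization was read for both dyes.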
LDHA block: qHTS assay for inhibitors of human lactate dehydrogenase; purified LDHA, NADH/diaphorase-resazurin fluorescence; active compounds read low; 480,000 compounds, 0.15% hits; activity change, % (values are at about 110 or 230 µM); L-lactate dehydrogenase A chain (Homo sapiens), P00338; in the data active = activity change below about -30%; inconclusive = mostly about -25% to -30%;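 also: plate controls were DMSO wells for no effect and wells without enzyme for full effect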
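Enzyme activity of human lactate dehydrogenase 5 (2 nM; 0.06 mM NADH, 0.2 mM pyruvate, 5 min, RT) is measured via a resazurin/diaphorase fluorescence readout of residual NADH.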
POLH inh: qHTS for Inhibitors of Polymerase Eta | recombinant Pol eta, fluorescent DNA replication assay | 390,000 compounds, 1.2% hits | AID 588591, 2011 | Potency, µM (titrated, usually from 114 µM), without a hit: at the top dose activity change, negative = inhibition, most hits filed as inhibitors; also: potency is read from the fitted curve at half-maximal effect; % is scaled to controls: 0 for no effect and ±100 for the full control effect
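Pol eta at 10 nM preincubated with compounds 15 min at room temperature; reaction started with fluorescent substrate (50 nM final) and read kinetically at 0 and 10 min.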
RGS4 inh: Inhibitors of Regulator of G Protein Signaling (RGS) 4: qHTS; Regulator of G-protein signaling 4 (Homo sapiens), P49798; Transcreener GDP fluorescence polarization, RGS4-accelerated GTP hydrolysis; Potency, µM (series often up to 114 µM), without a hit: top-dose activity change, negative = inhibition, usual class: inhibitors; 390,000 compounds, 0.039% hits; AID 504845, 2011; also: potency is read from the fitted curve at half-maximal effect; % is scaled to controls: 0 for no effect and ±100 for the full control effect; nearly all actives have a fitted effect of over 75% in size; some results filed as inactive show a strong effect at the top dose
Target sequence (P49798 whole entry, looked up): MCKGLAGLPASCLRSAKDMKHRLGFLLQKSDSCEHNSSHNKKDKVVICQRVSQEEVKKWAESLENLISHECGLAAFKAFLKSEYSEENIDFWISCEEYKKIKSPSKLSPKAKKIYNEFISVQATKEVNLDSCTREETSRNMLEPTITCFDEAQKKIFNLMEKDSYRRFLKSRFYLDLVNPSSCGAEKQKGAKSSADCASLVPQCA
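MLSMR compounds (23 nl, pin-transferred) preincubated 10 min at room temperature with a 500nM (2x) first reagent, then RGS4 at 900nM (2x) plus Transcreener GDP mix added; fluorescence polarization (620/688 nm) read before and after 90 min at 30 °C.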
Pol kappa inh: qHTS for Inhibitors of Polymerase Kappa. Potency, µM (top dose mostly 107 µM), without a hit: top-dose activity, negative = inhibition, most hits filed as inhibitors. AID 588579, 2011. 400,000 compounds, 0.53% hits. purified Pol kappa, fluorescent DNA synthesis assay, 10 min; also: potency is read from the fitted curve at half-maximal effect; % is scaled to controls: 0 for no effect and ±100 for the full control effect
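Enzyme at 10 nM met test compounds for 15 min at room temperature. Substrate addition (50 nM final) began the reaction, which was monitored by fluorescence at 0 and 10 min.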
12-LOX inh: Primary qHTS assay for inhibitors of human arachidonate 12S-lipoxygenase (ALOX12): Round 2. Potency, µM (series often up to 108 µM), for the others: at the highest dose activity change, negative = inhibition, actives largely listed as inhibitors. purified 12hLO, xylenol orange hydroperoxide absorbance. AID 1671190, 2021. 580,000 compounds, 1.1% hits; also: potency is read from the fitted curve at half-maximal effect; % is scaled to controls: 0 for no effect and ±100 for the full control effect
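Hydroperoxide product was detected by ferrous iron/xylenol orange as the 573 to 405 nm absorbance ratio. Arachidonic acid at 40 uM (final) was turned over for 30 min at room temperature by 150 nM human 12hLO, pH 7.0 Hepes buffer, after 15 min compound preincubation.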
An asterisk follows results filed as active; ? = inconclusive; . = not tested or not shown; & = joins results of further samples; [ ] = another dose, or the depositor's remark. Unless noted, calls follow the shape of the dose curve; as a rule, active = well fitted curve in the direction sought with a large enough effect; inconclusive = small, poorly fitted or top-dose-only effect, or another doubt; inactive = no such curve, though single readings can be large; an effect the other way counts as inactive or inconclusive. Not all compounds are listed, so the mix of outcomes need not match the whole.

#	SMILES	Anesthetic bind	APE1 inh	POLB inh	ERG-DNA inh	LDHA block	POLH inh	RGS4 inh	Pol kappa inh	12-LOX inh
1	CCOc1cc(N2CCOCC2)c(OCC)cc1NC(=O)CN1CCCC1	-5%	4%	6%	0%	-7	-16%	-21%	-5%	?
2	CCOc1cc2c(cc1O)CCC1C2CCC2(C)C(O)CCC12 (centres undefined)	.	.	.	.	9	-12%	-32%	-17%	-22%
3	CCC(Cc1ccccc1)NC(=O)CCc1ccccc1 (centres undefined)	-13%	5%	-5%	2%	-1	-5%	-36%	1%	0%
4	COc1ccc(C(=O)N/C(=C\c2ccc3c(c2)OCO3)C(=O)Nc2ccc(C(=O)O)cc2)cc1	-8%	?	9%	-1%	-1	12%	0%	-14%	1%
5	Cc1c(CCO)c(=O)[nH]n1S(=O)(=O)c1ccccc1	0%	-5%	1%	-11%	-3	-13%	-3%	5%	-7%
6	CCOC(=O)c1c(NC(=S)Nc2ccccc2)sc(C)c1C	3%	15%	28%	.	2	-9%	-50%	-3%	-26%
7	Cc1ccc(-c2csc(NC(=O)CSc3nc(C)cs3)n2)cc1	51%[activator]	-7%	-4%	-9%	-1	-9%	-14%	-6%	-15%
8	O=C(CCn1c(=O)[nH]c2ccsc2c1=O)N1CCN(Cc2ccc3c(c2)OCO3)CC1	-4%	-1%	3%	0%	0	-6%	-7%	8%	-8%
9	Cc1ccc(C(=O)C(C)OC(=O)C2=COCCO2)cc1C (centres undefined)	-20%	?	11%	-4%	-3	2%	16%	-3%	?
10	CC[C@H](C)NC(=O)c1ccc(Cn2c(=S)[nH]c3c([nH]c4ccc(OC)cc43)c2=O)cc1	-10%	6%	?	-4%	-2	18µM*	-10%	1%	-15%
11	O=C(CCCSc1nc2ccccc2s1)NCc1ccco1	-14%	-3%	13%	1%	-4	-6%	-14%	-16%	-8%
12	COc1cccc(OCC(=O)N2CCC3(CC2)CC(=O)c2ccccc2O3)c1	.	-14%	.	-13%	5	-22%	-21%	-6%	18%
13	COc1ccc(C(=O)COC(=O)c2ccccc2O)c(OC)c1	.	-15%	.	2%	3	25µM*	26%	?	59%
14	Cc1scc(C(=O)Nn2cnnc2)c1-c1ccccc1	-7%	2%	0%	12%	2	-10%	0%	-1%	-1%
15	COc1cc(C2C(C(=O)c3ccc(C)o3)=C(O)C(=O)N2c2cc(C)on2)cc(Br)c1O (centres undefined)	5%	0%	?	0%	-10	?	-21%	-5%	?
16	O=C(NCc1ccccn1)c1cccc([N+](=O)[O-])c1	-11%	12%	36%	6%	1	5%	-11%	0%	8%
17	CC1(C)CC(=O)c2cc(C(=O)Nc3ccc(Cl)cc3)c(=O)[nH]c2C1	-5%	.	4%	0%	-5	-7%	9%	6%	-13%
18	Oc1ccc(CN2CCc3ccccc3C2)c2cccnc12	?	7%	4%	-5%	40	-12%	?	-5%	?
19	Nc1ccccc1/C=C/c1ccccc1N	.	.	.	8%	-7	-3%	26%	-3%	-17%
20	CCc1cc2cc(C)cc(C)c2nc1SCC(=O)Nc1cc(C)on1	-2%	1%	0%	5%	-3	-3%	8%	-4%	1%
21	Cn1nc(C(=O)NC2CCCCC2)c2ccccc2c1=O	-13%	-1%	33%	-5%	-20	0%	27%	3%	-1%
22	COc1ccc(/C=C/C(=O)N2CCN(c3ccccn3)CC2)c2ccccc12	-1%	-7%	3%	-11%	-3	-25%	-14%	-14%	-4%
23	COC(=O)c1c(NC(=O)CN2C(=O)C(=O)N(C(C)C)C2=O)sc(C)c1C	.	-9%	.	18%	-20	2%	-9%	-7%	?
24	CCOC(=O)N1CCc2c(sc(NC(C)=O)c2C(N)=O)C1	.	.	.	11%	-2	-10%	-10%	8%	-15%
25	Cc1sc2ncnc(SCC(=O)N3CCCC3)c2c1C	0%	-3%	-1%	-7%	-1	?	-1%	-6%	0%
26	Cc1ccc(NC(=O)CSc2ccccc2)cc1S(=O)(=O)N1CCOCC1	.	-6%	.	-1%	2	-7%	-10%	-4%	-5%
27	Cc1c(NC(=O)Nc2ccc(C(C)C)cc2)c(=O)n(-c2ccccc2)n1C	-23%	43%[activator]	-11%	-8%	-2	-12%	3%	17%	0%
28	O=C(Nc1ccc2[nH]c3c(c2c1)CCCC3)c1ccco1	-7%	-3%	4%	1%	-2	-5%	12%	-18%	-1%
29	OC(CC#CCN1CCCCC1)(c1ccccc1)c1ccccc1	-23%	11%	1%	5%	1	-18%	-18%	-6%	38%[activator]
30	O=C(COC(=O)CNC(=O)c1ccccc1)Nc1ccccc1Cl	-18%	-4%	7%	2%	0&-4	-1%	0%	-22%	13%

Entries shown so far that have four or more nitrogen atoms (four):
#	SMILES	Anesthetic bind	APE1 inh	POLB inh	ERG-DNA inh	LDHA block	POLH inh	RGS4 inh	Pol kappa inh	12-LOX inh
8	O=C(CCn1c(=O)[nH]c2ccsc2c1=O)N1CCN(Cc2ccc3c(c2)OCO3)CC1	-4%	-1%	3%	0%	0	-6%	-7%	8%	-8%
10	CC[C@H](C)NC(=O)c1ccc(Cn2c(=S)[nH]c3c([nH]c4ccc(OC)cc43)c2=O)cc1	-10%	6%	?	-4%	-2	18µM*	-10%	1%	-15%
14	Cc1scc(C(=O)Nn2cnnc2)c1-c1ccccc1	-7%	2%	0%	12%	2	-10%	0%	-1%	-1%
27	Cc1c(NC(=O)Nc2ccc(C(C)C)cc2)c(=O)n(-c2ccccc2)n1C	-23%	43%[activator]	-11%	-8%	-2	-12%	3%	17%	0%

The listing continues:
#	SMILES	Anesthetic bind	APE1 inh	POLB inh	ERG-DNA inh	LDHA block	POLH inh	RGS4 inh	Pol kappa inh	12-LOX inh
31	C=CCn1c(SCC(=O)OCC)nc(C(F)(F)F)cc1=O	-9%	-7%	12%	-4%	-2	2%	15%	-15%	1%
32	Cn1cc(-c2nnnn2-c2ccccc2)c(=O)c2ccccc21	-5%	11%	19%	1%	-3	-11%	-7%	6%	0%
33	CC(=O)OC1[C@H](Oc2c(O)c(C)c3c4c2[C@@H](C)CC[C@@H]4[C@@H](C)C[C@@H]3C=C(C)C)OC[C@@H](O)[C@@H]1O (some centres undefined)	.	-13%	.	8%	5	-31%	3%	-11%	23%
34	C=CCn1c(CNC(=O)c2ccco2)nnc1SCC(=O)c1ccccc1	-17%	13%	41%	-5%	0	-14%	-50%	-2%	0%
35	Cc1ccc(-c2nc(=S)c3c(n2Cc2cccnc2)CC(C)(C)OC3)cc1	6%	1%	-13%	-3%[15.4 µM]	-2	-27%	3%	1%	0%
36	Cc1ccccc1NC(=O)Cn1nc(C(=O)O)c2ccccc2c1=O	1%	35%	0%	0%	-12	-5%	-5%	-1%	-7%
37	COc1ccc(CCNC(=O)c2ccc3c(c2)N=C(C)c2cc(C)ccc2S3)cc1OC	-9%	.	0%	3%	-4	-7%	1%	-2%	-1%
38	CCN(Cc1ccccc1)c1nc2c(S(=O)(=O)c3ccccc3)nnn2c2ccc(Cl)cc12	42%[activator]	.	-12%	-3%	-6	5%	-32%	-23%	-15%
39	COc1ccc(C(C(=O)NC(C)(C)C)N(Cc2ccco2)C(=O)CCC(=O)Nc2cc(C)on2)cc1 (centres undefined)	-13%	-3%	22%	3%	-10	2%	-13%	-5%	8%
40	CC(C(=O)NCCN1C(=O)S/C(=C\c2cccnc2)C1=O)N1C(=O)c2ccccc2C1=O (centres undefined)	-13%	5%	85%	4%	1	4%	3%	0%[60.1 µM]	-21%
41	CSc1ccccc1C(=O)C1CCCN(Cc2c(C)n(C)n(-c3ccccc3)c2=O)C1 (centres undefined)	-9%	21%	44%	-17%	-4	-12%	-1%	1%	-2%
42	COc1ccccc1NC1=NC(c2ccc(Cl)cc2)N=C(N)N1 (centres undefined)	9%	24%	-1%	4%	-7	-14%	30%	-6%	0%

In a second layout: two of the compounds above
Values run as follows: Anesthetic bind | APE1 inh | POLB inh | ERG-DNA inh | LDHA block | POLH inh | RGS4 inh | Pol kappa inh | 12-LOX inh
18	Oc1ccc(CN2CCc3ccccc3C2)c2cccnc12
 : ? | 7% | 4% | -5% | 40 | -12% | ? | -5% | ?
19	Nc1ccccc1/C=C/c1ccccc1N
 : . | . | . | 8% | -7 | -3% | 26% | -3% | -17%
